# Assay outcomes (PubChem)
# esBAF inh – inhibitors of esBAF chromatin remodeling in mouse ES cells; Bmi1-luciferase knock-in reporter, 24 h; 100% = twice the neutral-well signal; reporter increase, % at 12.5 µM; 350,000 tested, 2% active; in the data active = activation above about 40%;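 also: 0% = median of the plate's neutral control wells and 100% = double that signal; a rise in the Bmi1 reporter signal indicates esBAF inhibition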
# GSIS activator – primary screen for activators of insulin secretion dependent on glucose, INS-1E cells, GLuc reporter luminescence | INS-1E GLuc reporter insulin secretion, 2-3 h | activation, % at 16.6 µM | 370,000 tested, 0.61% active | AID 743287;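 active = lowest replicate activation of at least 40%, so every replicate reaches that level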;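 also: 0% = median of neutral control wells and 100% = median of IBMX positive control wells; some compounds called inactive have numbers as strong as hits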
# F508del corr – CFTR F508del correction in bronchial cells; CFBE cells, YFP halide quenching; stimulated with forskolin plus potentiator P3; % fluorescence drop versus neutral controls; activity (quench increase), % at 7.58 µM; 350,000 tested, 0.36% active;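 active = mean added fluorescence quench of at least 8% versus neutral control, with both replicates also reaching 8%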;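 also: cells transiently co-express mutant CFTR-F508del with the halide-sensitive YFP; corrector assay measuring rescue of mutant channel to the surface after 24 h compound exposure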
# XiGFP reactiv – reactivates the inactive X chromosome in mouse fibroblasts. XiGFP mouse fibroblasts, % GFP-positive cells imaging, 3 d; cells co-treated with 5-aza-dC sensitizer; scaled so ellipticine positive control = 100%. activation, % at 7.58 µM. 360,000 tested, 0.055% active. AID 743238;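 active = mean normalized replicate activation at least 10% and every replicate at or above 10%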;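 also: 0% = median of on-plate neutral control wells and 100% = ellipticine 6 µM median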
#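 assay system = SV40-immortalized XiGFP fibroblast cells, line 68-5-11 | buffer or medium = DMEM plus 5-aza-dC sensitizer | doses = single-point pinned compound dosing | times = 3-day compound exposure, then 15 min fixation at room temperature | benchmarks = positive control ellipticine, 6 µM final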
# RAD52 anneal inh – blocks human RAD52 DNA annealing | recombinant RAD52 DNA annealing, FRET fluorescence | AID 651710 | 360,000 tested, 0.46% active | inhibition, % at 18.7 µM;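 active = every replicate showing at least 50% inhibition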
# RAD54 inh – inhibitors of human RAD54 branch migration | 360,000 tested, 0.14% active | RAD54 Holliday junction branch migration, FAM/BHQ fluorescence | Q92698 | AID 602329 | inhibition, % at 10.4 µM;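 active = mean normalized replicate activity at least 40 and at least half of replicates scoring 40 or more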;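 also: 0% = median of neutral control wells and 100% = median of positive control wells; inhibitors cause a drop in the FAM fluorescence signal; in these data hits start at about 50%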
# Target sequence (Q92698 whole entry, looked up): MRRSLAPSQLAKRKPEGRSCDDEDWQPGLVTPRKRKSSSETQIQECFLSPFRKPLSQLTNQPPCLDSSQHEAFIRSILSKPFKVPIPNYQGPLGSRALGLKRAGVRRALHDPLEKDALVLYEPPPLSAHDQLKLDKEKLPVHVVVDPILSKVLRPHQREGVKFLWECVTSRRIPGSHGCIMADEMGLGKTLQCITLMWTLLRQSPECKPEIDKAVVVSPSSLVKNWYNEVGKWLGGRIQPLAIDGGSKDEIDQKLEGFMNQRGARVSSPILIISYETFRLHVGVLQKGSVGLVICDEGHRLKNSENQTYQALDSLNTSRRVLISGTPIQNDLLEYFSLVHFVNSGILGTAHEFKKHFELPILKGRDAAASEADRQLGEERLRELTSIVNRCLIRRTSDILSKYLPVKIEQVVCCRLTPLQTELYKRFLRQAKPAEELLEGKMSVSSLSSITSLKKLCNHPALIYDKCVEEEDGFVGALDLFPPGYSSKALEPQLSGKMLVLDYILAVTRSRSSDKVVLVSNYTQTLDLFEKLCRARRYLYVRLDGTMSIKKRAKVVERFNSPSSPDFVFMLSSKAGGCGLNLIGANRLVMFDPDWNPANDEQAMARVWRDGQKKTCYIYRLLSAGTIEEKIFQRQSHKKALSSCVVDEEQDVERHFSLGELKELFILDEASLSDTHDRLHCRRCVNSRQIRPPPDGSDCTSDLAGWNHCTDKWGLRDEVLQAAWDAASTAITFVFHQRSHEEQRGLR
# ARNT TACC3 PPI – ARNT/TACC3 interaction disruption | Q9Y6A5 | AlphaScreen His-ARNT PAS-B/GST-TACC3 binding, luminescence; TACC3 fragment carries E629A point mutation | inhibition, % at 9.99 µM | 390,000 tested, 0.66% active | AID 623870;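 active = mean inhibition of replicates at least 50% and at least half of replicates each reaching 50%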;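 also: 0% = complete ARNT plus TACC3 wells and 100% = ARNT alone without TACC3; many hits fall short of the cut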
# ERAP1 HTS inh – ERAP1 (human) enzyme inhibition; Q9NZ08; recombinant ERAP1, Leu-AMC fluorescence, 60 min; inhibition, % at 10.7 µM; 340,000 tested, 0.15% active;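 active = mean replicate inhibition of at least 30%, or all replicates individually reaching that 30% level; inactive = mean below 30% and not every replicate reaching it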;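 also: 0% = neutral control wells and 100% = L-leucinethiol positive control wells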
# The depositor's hits bear a star; i = inactive; / = not tested or not shown; & = joins results of further samples. Hits appear at their usual frequency; overall some 3.3% were active at least once.
SMILES,esBAF inh,GSIS activator,F508del corr,XiGFP reactiv,RAD52 anneal inh,RAD54 inh,ARNT TACC3 PPI,ERAP1 HTS inh
O=C(CN1CCCCC1)c1c[nH]c2ccccc12,0,-5,-1.1,0.0,-11,-8,2,-2
Cc1ccc(C(=O)OCC(=O)Nc2cc(S(=O)(=O)N3CCOCC3)ccc2C)cc1,-2,-7,-3.3,0.0,-7,0,-10,-1
NC(=O)C12CCCC(Br)(CCC1)C2,-7,2,-3.2,-0.2,-2,/,1,/
CNC(=S)Nc1ccc(OCc2ccccc2)cc1,41*,5,0.9,-0.9,-12,7,3,4
C[C@@H]1CN([C@H](C)CO)S(=O)(=O)c2ccc(C3=CCCCC3)cc2O[C@@H]1CN(C)Cc1cccnc1,1,-19,2.6,0.8,25,2,2,0
Cc1cc(C)c(NC(=S)N(CCc2ccncc2)C(C)C)c(C)c1,-8,-3,0.0,0.6,0,-3,-2,/
CN1[C@@H]2c3ccc(C4=CCCCC4)c(=O)n3C[C@@H]2[C@@H](CO)[C@@H]1C(=O)NCc1ccccc1,1,-6,3.2,0.2,-10,-8,2,-1
CC(=O)c1cccc(NC(=O)CN2CCN(S(=O)(=O)/C=C/c3ccccc3)CC2)c1,12,/,-0.8,0.1,-12,-11,6,-2
COc1ccccc1C#Cc1ccc2c(c1)O[C@H](CN(C)Cc1cncnc1)[C@@H](C)CN([C@H](C)CO)S2(=O)=O,2,-15,0.7,26*,0,5,3,1
COc1ccc(NC(=S)N2CCCN(Cc3cccc(Cl)c3)C2)cc1,-3,-16,2.1,0.0,2,-21,7,6
CC[C@]12c3[nH]c4cc(-c5ccco5)ccc4c3CCN1C(=O)[C@@H](CC(=O)NCCc1ccccn1)C[C@@H]2C(=O)N1CCN(C(=O)C2CC2)CC1,5,3,-4.7,0.0,-48,-3,0,/
CCOC(=O)C/C(C)=N/NC(=O)C1CC1(c1ccccc1)c1ccccc1 (stereo not given),/,/,1.3,0.0,-9,/,0,-1
O=C(CCc1nc2sc3c(c2c(=O)[nH]1)CCCC3)NCCc1ccc(Cl)cc1,1,31,1.8,-0.1,-42,6,/,-9
Cc1ccc(NC(=S)NCC2CCCO2)cc1 (stereo not given),23,8,/,/,/,2,36,/
Cc1ccc(C)c(N2CCN(C(=O)CCc3nc(-c4ccccc4)no3)CC2)c1,6,-16,1.5,-0.1,-10,-7,-3,0
COc1ccc(OC)c(CNC(=O)C2CCN(S(=O)(=O)N3CCCCC3)CC2)c1,2,-4,2.4,0.1,-6,-5,10,-2
CCC(c1nnnn1CCc1ccccc1)N1CCN(C(=O)c2ccco2)CC1 (stereo not given),0,-6,/,/,-22,-7,-3,-2
Cn1cnc(S(=O)(=O)N2CC[C@@H]3[C@H]2c2cc(-c4ccccc4)ccc2N[C@@H]3CO)c1,33,-8,3.1,0.2,-65,2,3,2
O=C(c1ccc(NC(=S)Nc2ccc(Cl)c(Cl)c2)cc1)N1CCCC1,/,/,/,0.0,-56,/,-3,-1
CC(C)(C)OC(=O)NC(CCNC=C1C(=O)OC(C)(C)OC1=O)C(=O)O (stereo not given),-6,-8,-0.3,/,-12,-4,3,1
CCc1nc(N[C@@H](CC(C)C)C(=O)O)c2oc3ccccc3c2n1,1,4,/,/,1,-19,-4,-2
COC(=O)[C@H]1C[C@@]2(O)CN(S(=O)(=O)c3ccc(C)cc3)C[C@@]2(OC(=O)Nc2cccs2)C[C@H]1C(=O)OC,2,-5,-1.4,0.0,-2,7,/,-6
CC(C)(C)OC(=O)N(Cc1ccccc1)Cc1cccc(OCc2cccc(NC(=O)C3CC3)c2)c1,-8,-9,1.7,0.5,-5,11,-1,14
Cc1nn(Cc2ccc(Cl)c(Cl)c2)c(C)c1NC(=O)c1cc(-c2ccco2)on1,-13,-36,/,/,/,-1,1,/
CCCC(=O)n1nc(NCc2ccc(OC)cc2)nc1NCc1ccc(OC)cc1,-8,-4,-0.8,-0.1,-8,/,4,/
SMILES,esBAF inh,GSIS activator,F508del corr,XiGFP reactiv,RAD52 anneal inh,RAD54 inh,ARNT TACC3 PPI,ERAP1 HTS inh
CSCCC(NC(=O)c1ccccc1Cl)C(=O)N(C)Cc1cccs1 (stereo not given),/,-5,-0.2,0.0,0,12,1,-1
Cc1cccc(-c2ccc([C@@H]3[C@H]4CN(C(=O)c5ccccc5)CC(=O)N4[C@H]3CO)cc2)c1,/,13,0.7,0.6,-1,/,/,0
O=C1c2cccc3c(O)ccc(c23)C(=O)N1c1ccc(Cl)cc1,-2,-3,19*,1.5,-353,i,9,0
COCC(=O)N1[C@H](CN(C)C(=O)c2cccnc2)[C@@H](c2ccccc2)[C@@H]1CO,-3,9,-4.7,0.0,/,-5,-1,/
COc1ccc(NC(=O)Nc2ccc3c(c2)C(=O)N([C@@H](C)CO)C[C@@H](C)[C@@H](CN(C)CC2CCCCC2)O3)cc1,-2&10,-12&-20,-0.9&1.1,-0.1&0.0,20&5,-1&4,-7&7,1&-2
O=C(COc1ccc(Br)cc1)NCc1ccccn1,-1,-3,-0.3,/,-9,-3,-23,0
Cc1nn(Cc2ccccc2)c(Cl)c1C(=O)NCc1ccco1,-3,-13,-1.2,0.0,-20,1,-1,3
CN1C(=O)c2cc(NC(=O)Nc3ccccc3Cl)ccc2OC[C@H]2O[C@H](CC(=O)NCCCN3CCOCC3)CC[C@H]21,-2,10,/,0.0,1,0,-6,-11
CO[C@@H](CN(C)CC1CCOCC1)[C@@H](C)CN(C(=O)Nc1ccc(F)cc1)[C@H](C)CO,1,-1,-1.0,0.2,-7,-5,/,-1
COC(=O)c1cn(CCC#N)nc1-c1ccc2ccccc2c1,-9,-1,-1.7,-0.2,-19,1,26,/
O=C(C[C@H]1CC[C@@H]2[C@H](COC[C@H](O)CN2C(=O)c2ccc3c(c2)OCO3)O1)NC1CCC1,-1,-2,-1.4,-0.1,-8,0,1,0
O=C(CN1CCCCC1)Nc1cccc(Cl)c1,/,11,-1.6,-0.7,-6,/,-2,3
O=C(O)c1cccc2c1C(=O)N(Cc1ccccc1)C2,0,1,-1.6,0.1,-11,-2,19,-10
CCCCN(C)C(=O)c1nc2ccccn2c1CNCCCn1ncc2ccccc21,/,-11,0.9,0.1,-17,-2,4,-1
CC(=O)c1c(C)[nH]c(C(=O)OCC(=O)N2CCN(S(=O)(=O)c3ccc(C)cc3)CC2)c1C,-8,-13,-2.1,0.1,-41,7,0,-1
O=S(=O)(Cc1ccccc1)N1CCCCN2[C@H](CO)[C@H](c3ccc(-c4cncnc4)cc3)[C@@H]2C1,/,-1,4.3,-0.1,7,-2,-10,1
C[C@@H]1CN([C@@H](C)CO)C(=O)c2ccccc2-c2ccccc2CO[C@@H]1CN(C)C(=O)C1CC1,-5,3,-1.4,0.0,8,-7,-1,0
COc1ccc2c3c(n(C)c2c1)[C@H](CO)N(C(=O)C1CCCC1)CC31CCN(CC2CCCC2)CC1,/,-5,2.1,0.4,18,/,/,0
O=c1[nH]c(=O)n(-c2ccc(F)cc2)c2c1C(C(F)(F)F)(C(F)(F)F)N=C(c1ccc(F)cc1)N2,/,-24,2.7,0.0,-20,5,-2,1
COc1cc(/C=N/NC(=O)c2nnn(-c3nonc3N)c2C(C)C)ccc1OCc1ccccc1,16,3,-1.3,0.3,-6,-3,-9,2
C[C@@H]1CN([C@H](C)CO)C(=O)c2cc(NC(=O)Nc3ccc4c(c3)OCO4)ccc2O[C@@H](C)CCCCO[C@@H]1CN(C)S(=O)(=O)c1ccc(Cl)cc1,-1,16,-2.4,0.1,-7,15,-4,-2
C[C@H](CO)N1C[C@H](C)[C@H](CN(C)Cc2ccccc2)Oc2ccc(NC(=O)Cc3ccccc3)cc2CC1=O,2,-18,1.6,-0.1,11,-1,-11,2
Cc1onc(-c2c(Cl)cccc2Cl)c1C(O)c1ccc(F)cc1 (stereo not given),-13,-40,0.2,0.1,-10,-4,11,5
O=C(CN1CCOCC1)NCC[C@H]1CC[C@H](NC(=O)Nc2ccccc2)[C@H](CO)O1,-4,1,-1.2,-0.2,-2,1,-10,-1
CCn1cc(CN2CCC(n3nccc3NC(=O)c3ccccc3C)CC2)c(C)n1,/,-5,3.0,0.1,-19,-3,-6,0
SMILES,esBAF inh,GSIS activator,F508del corr,XiGFP reactiv,RAD52 anneal inh,RAD54 inh,ARNT TACC3 PPI,ERAP1 HTS inh
O=C(CN1CCN(c2ccccc2F)CC1)c1ccc(O)cc1O,2,-5,1.0,0.0,-19,-6,7,-2
CCCC(=O)Nc1ccc2c(c1)C(=O)N(C)C[C@H](OC)[C@H](C)CN(C(=O)c1cnccn1)[C@@H](C)CO2,-5,12,2.4,-0.1,-5,-5,3,0
C/C=C/c1ccc([C@@H]2[C@@H](CO)N3C(=O)CN(C(=O)Nc4ccc(F)cc4)C[C@H]23)cc1,/,-14,0.8,0.2,10,/,/,-2
CCCc1nnc(NC(=O)C23CC4CC(CC(C4)C2)C3)s1,5,-4,-0.6,0.1,4,-5,2,1
O=C(C[C@@H]1CC[C@H](NC(=O)C2CCOCC2)[C@@H](CO)O1)NCC1CC1,/,-1,-1.2,0.0,-3,/,/,2
COc1ccc(NC(=O)C(=O)NCCN2CCN(C(=O)c3ccc(C)cc3)CC2)cc1,-2,-2,2.3,0.2,-3,-6,5,-2
O=C(COC(=O)c1ccc[nH]c1=O)NCCc1ccc(Cl)cc1Cl,/,-6,0.9,-0.1,-5,-1,-4,-6
COCC(C)n1c(SCc2ccc(OC)c(F)c2)nc2ccccc2c1=O (stereo not given),/,-18,2.4,0.2,-11,/,0,6
Cc1ccc(S(=O)(=O)Nc2ccc3c(c2)C(=O)N([C@H](C)CO)C[C@H](C)[C@@H](CN(C)S(=O)(=O)c2cccs2)OCCCC[C@H](C)O3)cc1,0,-4,-1.9,0.0,6,0,9,0
O=C(CCNC(=O)c1ccccc1)NCCCc1ccccc1,-5,0,0.2,-0.1,-1,4,7,-3

# 3 entries from above, arranged by the number in ERAP1 HTS inh, rising:
SMILES,esBAF inh,GSIS activator,F508del corr,RAD52 anneal inh,ARNT TACC3 PPI,ERAP1 HTS inh
O=C(COC(=O)c1ccc[nH]c1=O)NCCc1ccc(Cl)cc1Cl,/,-6,0.9,-5,-4,-6
CCCc1nnc(NC(=O)C23CC4CC(CC(C4)C2)C3)s1,5,-4,-0.6,4,2,1
O=C(C[C@@H]1CC[C@H](NC(=O)C2CCOCC2)[C@@H](CO)O1)NCC1CC1,/,-1,-1.2,-3,/,2

# Part of the list above, with bars between the fields.
molecule | esBAF inh | GSIS activator | F508del corr | XiGFP reactiv | RAD52 anneal inh | RAD54 inh | ARNT TACC3 PPI | ERAP1 HTS inh
C/C=C/c1ccc([C@@H]2[C@@H](CO)N3C(=O)CN(C(=O)Nc4ccc(F)cc4)C[C@H]23)cc1 | / | -14 | 0.8 | 0.2 | 10 | / | / | -2
CCCc1nnc(NC(=O)C23CC4CC(CC(C4)C2)C3)s1 | 5 | -4 | -0.6 | 0.1 | 4 | -5 | 2 | 1
O=C(C[C@@H]1CC[C@H](NC(=O)C2CCOCC2)[C@@H](CO)O1)NCC1CC1 | / | -1 | -1.2 | 0.0 | -3 | / | / | 2
COc1ccc(NC(=O)C(=O)NCCN2CCN(C(=O)c3ccc(C)cc3)CC2)cc1 | -2 | -2 | 2.3 | 0.2 | -3 | -6 | 5 | -2
O=C(COC(=O)c1ccc[nH]c1=O)NCCc1ccc(Cl)cc1Cl | / | -6 | 0.9 | -0.1 | -5 | -1 | -4 | -6
COCC(C)n1c(SCc2ccc(OC)c(F)c2)nc2ccccc2c1=O (stereo not given) | / | -18 | 2.4 | 0.2 | -11 | / | 0 | 6
